Source: PubChem BioAssay
G9a inh = inhibitors of human histone lysine methyltransferase G9a. G9a H3K9 monomethylation, AlphaScreen, 2 h. Potency, µM (doses to about 102 µM), for inactives: at the highest dose activity, negative = inhibition, most hits filed as inhibitors. Q96KQ7. AID 504332. 8.8% of 350,000 active; also: % is scaled to controls: 0 for no effect and ±100 for the full control effect; nearly all actives have a fitted effect of over 75% in size
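Methyltransferase reactions run at room temperature for 2 h (20 nM enzyme, 500 nM biotin-H3K9 peptide, 20 uM SAM) after a 15 min compound preincubation; product detected by AlphaScreen beads and anti-H3K9me1 antibody.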
JMJD2A Tudor = JMJD2A Tudor domain (human) inhibition; AlphaScreen JMJD2A-Tudor / H3K4me3 peptide binding; Potency, µM (highest dose often 114 µM), without a hit: top-dose activity change, negative = inhibition, usual class: inhibitors; O75164; 4.4% of 390,000 active; also: % is scaled to controls: 0 for no effect and ±100 for the full control effect; nearly all actives have a fitted effect of over 50% in size
Target sequence (O75164 whole entry, looked up, the tested form may be a part): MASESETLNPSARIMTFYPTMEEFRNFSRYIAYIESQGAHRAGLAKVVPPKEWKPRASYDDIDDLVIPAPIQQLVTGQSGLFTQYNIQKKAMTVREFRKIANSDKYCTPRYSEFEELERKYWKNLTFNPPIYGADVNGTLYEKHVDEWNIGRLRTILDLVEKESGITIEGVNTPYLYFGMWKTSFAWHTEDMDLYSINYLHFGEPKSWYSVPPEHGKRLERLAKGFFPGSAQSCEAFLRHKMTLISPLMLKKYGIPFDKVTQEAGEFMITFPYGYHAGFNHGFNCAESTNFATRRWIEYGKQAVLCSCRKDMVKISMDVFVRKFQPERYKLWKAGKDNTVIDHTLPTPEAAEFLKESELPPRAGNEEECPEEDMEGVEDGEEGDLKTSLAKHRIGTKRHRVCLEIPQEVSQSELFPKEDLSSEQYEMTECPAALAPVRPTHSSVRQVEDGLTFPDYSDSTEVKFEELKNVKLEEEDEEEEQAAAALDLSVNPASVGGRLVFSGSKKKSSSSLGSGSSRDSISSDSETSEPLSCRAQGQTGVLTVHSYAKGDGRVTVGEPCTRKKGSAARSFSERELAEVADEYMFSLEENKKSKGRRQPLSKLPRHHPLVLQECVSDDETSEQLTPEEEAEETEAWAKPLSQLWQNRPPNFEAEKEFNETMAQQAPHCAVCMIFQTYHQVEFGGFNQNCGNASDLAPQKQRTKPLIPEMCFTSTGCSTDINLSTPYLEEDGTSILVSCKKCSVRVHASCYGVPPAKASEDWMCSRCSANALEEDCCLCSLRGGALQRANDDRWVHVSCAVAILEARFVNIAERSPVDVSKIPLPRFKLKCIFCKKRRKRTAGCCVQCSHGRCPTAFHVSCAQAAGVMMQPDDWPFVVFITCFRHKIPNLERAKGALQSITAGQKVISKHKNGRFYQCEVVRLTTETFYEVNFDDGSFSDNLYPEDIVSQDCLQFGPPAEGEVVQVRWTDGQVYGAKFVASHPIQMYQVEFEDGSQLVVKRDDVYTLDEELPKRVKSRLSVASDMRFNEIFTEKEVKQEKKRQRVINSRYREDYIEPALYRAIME
POLI inh = inhibitors of human DNA polymerase iota. Potency, µM (doses to about 115 µM), without a hit: at the top dose activity, negative = inhibition, actives largely listed as inhibitors. Pol iota fluorescent replication assay, 10 min. Q9UNA4. 1% of 390,000 active. AID 588590
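Fluorescent replication assay read twice, at 0 min and 10 min after adding 50 nM (final) substrate. Enzyme (10 nM) and compounds were first incubated 15 min at room temperature; enzyme-free buffer wells were negative controls.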
BLM helicase inh = Bloom syndrome helicase (human) inhibition | P54132 | recombinant BLM DNA unwinding, fluorescence dequenching | Potency, µM (series often up to 56.1 µM), for inactives: top-dose activity change, negative = inhibition, actives largely listed as inhibitors | AID 2528 | 0.2% of 350,000 active;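 also: plate controls were vehicle for no effect and no enzyme for full effect; nearly all actives have a fitted effect of over 35% in size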
Pol eta inh = blocks human DNA polymerase eta activity; Q9Y253; recombinant Pol eta, fluorescent DNA replication assay; Potency, µM (doses to about 114 µM), for inactives: at the highest dose activity change, negative = inhibition, actives largely listed as inhibitors; 1.2% of 390,000 active; AID 588591; also: % is scaled to controls: 0 for no effect and ±100 for the full control effect
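Pol eta (10 nM) was preincubated with compounds for 15 min at room temperature, after which fluorescent replication substrate (50 nM final) was added to start the reaction. Fluorescence was read kinetically at 0 and 10 min.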
Pol beta inh = inhibitors of human DNA polymerase beta; P06746; Pol beta primer extension/strand displacement, fluorescence kinetic; Potency, µM (series often up to 114 µM), without a hit: at the highest dose activity change, negative = inhibition, most hits filed as inhibitors; 1.3% of 340,000 active; AID 485314; also: % is scaled to controls: 0 for no effect and ±100 for the full control effect
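10 nM enzyme + cpd, 15 min RT; start with substrate 50 nM final; read 0 min and after 10 min RT. Corrected, normalized data; 4-parameter Hill curve fit.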
BAZ2B block = BAZ2B (human) inhibition; AlphaScreen BAZ2B-H3K14Ac peptide displacement; Potency, µM (top dose mostly 114 µM), for the others: top-dose activity change, negative = inhibition, hits mostly inhibitors; Q9UIF8; AID 504333; 4.4% of 360,000 active; also: % is scaled to controls: 0 for no effect and ±100 for the full control effect; nearly all actives have a fitted effect of over 60% in size
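Complex of BAZ2B and biotin-H3K14Ac (50 nM apiece) forms over 30 min at RT, then faces library compounds up to 110 uM for another 30 min; AlphaScreen beads added, 20 min dark incubation, luminescence read.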
APE1 inh = blocks human APE1 abasic DNA cleavage; recombinant APE1, TAMRA/BHQ-2 abasic DNA cleavage fluorescence; Potency, µM (highest dose often 65.8 µM), without a hit: top-dose activity change, negative = inhibition, hits mostly inhibitors; 0.35% of 350,000 active; AID 2517;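 also: plate controls were vehicle for no effect and reference inhibitor for full effect; nearly all actives have a fitted effect of over 55% in size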
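Readout is kinetic fluorescence (ex 525, em 598 nm) from cleavage of 50 nM TAMRA/BHQ-2 THF abasic duplex by 0.75 nM APE1, compound added 15 min beforehand at RT.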
Pol kappa inh = DNA polymerase kappa (human) inhibition. purified Pol kappa, fluorescent DNA synthesis assay, 10 min. Potency, µM (series often up to 107 µM), for inactives: top-dose activity, negative = inhibition, hits mostly inhibitors. 0.53% of 400,000 active. AID 588579; also: % is scaled to controls: 0 for no effect and ±100 for the full control effect
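Inhibition of 10 nM Pol kappa is measured by a fluorescent read-out at 0 and 10 min following addition of 50 nM substrate (final), with a 15-min room-temperature compound preincubation.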
An asterisk follows results filed as active; ? = inconclusive; . = not tested or not shown; & = joins results of further samples; [ ] = remark or other dose. Calls follow the shape of the dose curve; as a rule, active = well fitted curve in the direction sought with a large enough effect; inconclusive = small, poorly fitted or top-dose-only effect, or another doubt; inactive = no such curve, though single readings can be large; an effect the other way counts as inactive or inconclusive. Potency is read from the fitted curve at half-maximal effect.

cpd	structure	BLM helicase inh	POLI inh	APE1 inh	Pol eta inh	JMJD2A Tudor	Pol beta inh	Pol kappa inh	G9a inh	BAZ2B block
1	Cc1ccc(-c2nn(Cc3ccccc3)cc2C(=O)NCC2CCCO2)cc1 (stereo unspecified)	.	26%	6%	-5%	-10%	.	-1%	-4%	-5%
2	N#CC1=C(N)Oc2cc(N)ccc2C1c1ccccc1Cl (stereo unspecified)	-4%	-8%	-9%	-4%	-19%	41%	-6%	.	?
3	Cc1c(C(=O)N2CC3(CC(c4cccc(NC(=O)[C@H]5CCC(=O)N5)c4)=NO3)C[C@@H]2C(N)=O)cc([N+](=O)[O-])cc1[N+](=O)[O-] (stereo partly specified)	2%	2%	5%	-6%	-7%	27%	-1%	7%[59 µM]	3%
4	COc1ccc(CCNC(=O)c2cc3c(=O)n4cccc(C)c4nc3n(Cc3ccco3)c2=N)cc1OC	-1%	?	45%	-4%	-34%	?	-24%	?	-18%
5	COc1ccc(C(c2nnnn2C(C)(C)C)N2CCN(c3nc4ccccc4s3)CC2)cc1 (stereo unspecified)	-20%	14%	6%	-25%	-17%	7%	-14%	-41%[59 µM]	-13%
6	CSc1ncc(CN2CCN(CC=C(C)C)C(CCO)C2)cn1 (stereo unspecified)	-2%	13%	0%	0%	-3%	10%	6%	-2%	-2%
7	O=C(COC(=O)CCC(=O)c1cccs1)Nc1ncc(Cl)cc1Cl	-7%	6%	2%	-8%	-4%	4%	-2%	-5%[59 µM]	-37%
8	C=CCSC1=NNC(c2ccc(C(C)(C)C)cc2)=NN1	-1%	-10%[58.9 µM]	-7%	-5%	-1%	21%	0%	-3%	-1%
9	CCC1C(=O)CC2CCN3C(=O)CCC1C23 (stereo unspecified)	0%	18%	-2%	.	2%	.	5%	.	.
10	Cc1c(N=C/C=C/c2ccccc2)cnn1C	?	12%	13%	-18%	-6%	28%	-6%	-42%[59 µM]	3%
11	O=C(O)C1CCC(=O)N1Cc1ccc(F)cc1 (stereo unspecified)	-1%	0%	-3%	0%	-6%	10%	-3%	-34%[59 µM]	-30%
12	CCN(CC)S(=O)(=O)c1ccc(OC(C)C)c(NC(=O)C2=COCCO2)c1	.	17%	7%	-21%	-13%	.	0%	3%[0.501 µM]	12%
13	O=S(=O)(NC1=NCCCCC1)c1ccc(F)cc1	-2%	35%[activator]	-1%	-8%	-11%	14%	-16%	18%	0%
14	CCOc1ccc(C(=O)Nc2ccc3c(c2)N(C(C)=O)CCC3)cc1OCC	1%	14%	.	-10%	-1%	-15%	-1%[60.1 µM]	13%[59 µM]	0%
15	Cn1c(SCC#N)nnc1-c1ccc2c(c1)OCO2	2%	8%	-3%	1%	-14%[57.1 µM]	3%	5%	-4%[59 µM]	0%
16	COc1cc(S(=O)(=O)NCc2ccccc2)ccc1F	-5%	-4%	-2%	-13%	-7%	1%	-16%	8%[59 µM]	-3%
17	COCCCn1nnnc1SCC(=O)N1CCN(C(=O)c2ccco2)CC1	1%	12%	5%	1%	1%	6%	0%	8%	-4%
18	CCOc1ccccc1NC(=O)C(NCCN(C)C)c1ccccc1 (stereo unspecified)	0%	9%	12%	-18%	22µM*	22%	0%	10µM*	50µM*
19	COCC(=O)N1CCC2CC1c1c(-c3ccc(C(F)(F)F)cc3)cccc12 (stereo unspecified)	.	-14%	.	-12%	-12%	.	-6%	.	.
20	O=C(NC(=S)N(CC1CCC1)CC1CCCO1)c1cccc([N+](=O)[O-])c1 (stereo unspecified)	-2%	6%	-1%	-8%	-35%	-3%	2%	50µM*	?
21	CC(O)Cc1cn([C@@H](CCCCNC(=O)OC(C)(C)C)C(=O)N2CCN(C(=O)OC(C)(C)C)CC2)nn1 (stereo partly specified)	-2%	4%	2%	-4%	-3%	-15%	2%	-5%[12.7 µM]	-13%
22	CC(C)NC1CCC(Nc2ccnc3cc(Cl)ccc23)CC1 (stereo unspecified)	.	-7%	.	1%	-14%	.	-15%	.	.
23	O=C(Nc1cccc(S(=O)(=O)N2CCCCC2)c1)[C@@H]1CCCN1S(=O)(=O)c1ccccc1C(F)(F)F	.	13%	.	-14%	-16%	.	4%	.	.
24	COc1ccc(N2CCN(Cc3nnnn3C3CCCCC3)CC2)cc1	2%	-5%	-5%	-6%	-27%	-3%	-1%	50µM*	-39%
25	COc1cc(C(=O)N2CCN(C(=O)c3ccco3)CC2)c([N+](=O)[O-])cc1OC	-1%	10%	-1%	-11%	1%	1%	12%	9%	1%
26	CCc1cccc(C)c1NC(=O)CCCn1c(=O)c2cccn2c2cccnc21	-1%&-10%	5%&-5%	36%	-6%&-5%	-5%	1%&-24%	5%&-14%	66%	-14%&-14%
27	O=C(c1cc2cc(Cl)ccc2o1)N1CCCC1	0%	75%[activator]	-6%	3%	-10%	28%	-23%	33%	-9%
28	CC(C)N1C(=O)CCC1C(=O)O (stereo unspecified)	4%	160%[activator]	-2%	-5%	-3%	0%	-14%	-44%	-4%
29	Cn1c(CCNC(=O)C(C)(C)C)nc2ccccc21	2%	12%	-1%	25µM*	-8%	43%	-5%	6%[2.33 µM]	-3%
30	CC1=C[C@H](C)[C@H](c2c(F)cccc2Cl)CC1=O	-3%&-16%	-8%&-14%	8%&-3%	-5%	-1%&-6%	8%	14%&-5%	54%[activator]	8%
31	O=C(CSc1nnc(CNC(=O)c2ccco2)o1)Nc1cccc(Cl)c1	-1%	28%	11%	2%	0%	0%	-5%	5%[59 µM]	-11%
32	Cc1cc(NC(=O)NCc2ccco2)ccc1NC(=O)NCc1ccco1	.	-24%	.	-5%	?	.	-14%	.	.
33	CC(C)CCc1noc(CN(C)CCC2CCOCC2)n1	-4%	58%[activator]	-4%	-1%	-5%	-17%	0%	?	-3%
34	C=CCn1c(N)c(C(=O)N2CCN(C)CC2)sc1=S	1%	-6%[58.9 µM]	0%	-16%	-8%	-24%	-6%	-26%[59 µM]	1%
35	O=C(O)c1cc([N+](=O)[O-])ccc1NCCO	0%	2%	2%	-1%	-2%	7%	-2%	27%[59 µM]	5%
36	O=C(N/N=C/c1coc2ccccc2c1=O)c1ccccc1	-2%	46%[activator]	-5%	-9%	-9%	-1%	6%	?	-21%
37	Cc1ccc2nsnc2c1S(=O)(=O)N1CCCC1C(=O)O (stereo unspecified)	-5%	20%	3%	8%	-20%[57.1 µM]	23%	2%	-44%	-11%
38	O=C(Cc1ccc2c(c1)OCCO2)N1CCN(S(=O)(=O)c2ccccc2C(F)(F)F)CC1	-1%	7%	2%	-21%	-5%	47%	-2%	11%	3%
39	O=C(CSc1ncnc2c1cnn2Cc1ccccc1)Nc1ccc2c(c1)OCCO2	0%	-1%	-5%	-15%	-5%	-30%	4%	-22%[12.7 µM]	-2%
40	Cn1c(CN2CCOCC2)nnc1SCC(=O)Nc1ccc([N+](=O)[O-])cc1O	-6%	9%	-4%	-7%	-3%	28%	-16%	.	-18%
41	COc1ccc(N2CCN(C(=O)COc3ccc4c(C)c(C)c(=O)oc4c3C)CC2)cc1	0%	28%	8%	-17%	-17%	4%	1%	19%	-6%
42	CCN(CC)CCNC(=O)c1ccc2c(c1)ncn2C1CCCCC1	1%	2%	0%	-20%	7%	6%	0%	36%[0.501 µM]	-2%
43	CC(=O)Nc1ccc(C=C(C(C)=O)C(C)=O)cc1	3%	156%[activator]	-9%	5%	-5%	32%	-13%	-28%	-8%
44	Nc1no[n+]([O-])c1-c1ccccc1	-1%	117%[activator]	-1%	-14%	6%	-3%	4%	?	-4%
45	CC1SC(=S)N(c2ccc(N(C)C)cc2)C1=O (stereo unspecified)	-2%	?	13%	-15%	?	0%	1%	45µM*	?
46	O=C(Nc1nnc(-c2ccccc2Cl)o1)c1cccnc1	4%	12%	-1%	2%	0%	9%	-10%	9%[12.7 µM]	?
47	O=C(COC(=O)/C=C/c1ccccc1)NCc1ccc(Cl)cc1	1%	-13%	11%	-13%	3%	8%	-12%	13%[59 µM]	-1%
48	N/N=c1\sc2ccccc2n1-c1ccccc1	-1%	56%[activator]	3%	-20%	-19%	3%	-6%	15%[0.501 µM]	-12%
49	CCOC(=O)[C@H]1[C@H]2COc3cc(OC)ccc3[C@@H]2N2C(=O)c3ccc(F)cc3NC(=O)[C@@]12C	.	43%[activator]	10%	-7%	-17%	.	11%	10%[2.33 µM]	-6%
50	CCNc1nc(NCC)n2c(SCC(=O)Nc3ccccc3[N+](=O)[O-])nnc2n1	2%	170%[activator]	-2%	-4%	-21%	-11%	-18%	-4%[59 µM]	6%
51	C/C(=N\NC(=O)c1nnn(-c2nonc2N)c1-c1ccc2c(c1)OCO2)c1ccc(F)cc1	0%	50%[activator]	-10%	-16%	-24%	4%	-6%	9%[0.0925 µM]	-1%
52	O=C(c1ccc(=O)[nH]n1)N1CCc2ccccc2C1	0%	6%	-4%	-9%	3%	15%	13%	.	3%
53	O=C(CNC(=O)Cc1ccccc1)NCc1cccc(C(F)(F)F)c1	0%	148%[activator]	-1%	-22%	2%	18%	-24%	10%	3%

This is a subset; the hit share may differ from the screen's.
